H9c2 TAG inh: inhibitors of triacylglycerol accumulation, primary screen, cell-based, uHTS, fluorescence, H9c2; H9c2 cells, Nile Red lipid (TAG) fluorescence; cells loaded with 200 µM oleic acid; 230,000 compounds, 0.66% hits; inhibition, % at 12.5 µM; AID 651582, 2012;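 active = pattern-corrected inhibition of lipid staining of at least 50% with the nuclear-stain viability signal not falling by more than 50%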;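 also: 0% = DMSO wells and 100% = triacsin C control wells; some results filed as inactive read as strong as hits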
H9c2 TAG inh DAPI viability: further read-out of H9c2 TAG inh, marked with its call; DAPI nuclei signal change (viability), lower = more cytotoxic, %;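 whole-well DAPI fluorescence read on a plate reader as a viability signal; minus 50 percent equals half of cells still viable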
Numbers without * were called inactive; i = inactive.

SMILES | H9c2 TAG inh | H9c2 TAG inh DAPI viability
CC(C)CN(C(=O)CCNC(=O)c1ccccc1Cl)C1CCS(=O)(=O)C1 (configuration not stated) | -6 | 9
CN(Cc1ccccc1)CC(O)COc1ccc(CNCc2cccnc2)cc1 (configuration not stated) | -7 | 14
COC(=O)C(C(=O)OC)c1ccccc1[N+](=O)[O-] | 14 | -7
CCC(=O)Nc1ccc(-c2cc(-c3ccccc3)nc(-c3ccc(NC(=O)CC)cc3)n2)cc1 | 8 | 1
S=c1[nH]ncn1/N=C/c1cccs1 | 0 | -1
COc1ccccc1-c1nn2c(=O)cc(C)nc2s1 | 3 | 3
CCOC(=O)CNC(=O)Nc1nnc(-c2ccc(OCC)cc2)o1 | -6 | 8
O=C(COC(=O)/C=C/c1cccc(Br)c1)NCCc1ccccc1 | 7 | 4
CCCCC(=O)Nc1cccc(-c2nc3ncccc3o2)c1 | 35 | 7
COc1ccc(-c2cc(C(=O)N(C)Cc3ccccc3F)c3ccccc3n2)cc1OC | 10 | -10
C/C(=N\Nc1nc(C)cc(-c2ccccc2)n1)c1ccc(C)o1 | -8 | 4
O=[N+]([O-])c1ccc(S(=O)(=O)NCC(c2cccnc2)N2CCc3ccccc32)cc1 (configuration not stated) | -1 | -5
Cc1ccc(S(=O)(=O)N2CCC(C(=O)OCC(=O)N3CCCCC3C)CC2)cc1C (configuration not stated) | -10 | 3
CCOC(=O)C1CCCN(C(=O)c2cc3c(=O)n4ccccc4nc3s2)C1 (configuration not stated) | 9 | 9
O=C(CSc1ccsc1[N+](=O)[O-])N1CCCCC1 | -9 | 1
CC(Sc1nnc(-c2cccnc2)o1)C(=O)NC1CCCCC1 (configuration not stated) | 3 | 9
O=C(OCc1cccc2ccccc12)c1ccc2c(=O)[nH]c(CN3CCOCC3)nc2c1 | 6 | -5
O=C(COc1ccccc1F)NNC(=O)Cc1ccc(S(=O)(=O)N2CCOCC2)s1 | -18 | -2
COc1ccc(NC(=S)NCCN2CCC(C)CC2)cc1 | 10 | -4
CCC(=O)c1ccc(OCC(=O)OCC(=O)Nc2ccc(C)c(S(=O)(=O)N3CCCCC3)c2)cc1 | -14 | 3
O=C(CNC(=O)OCc1ccccc1)NC1(C(=O)O)CCCC1 | 11 | -4
CC(C)(C)OC(=O)C[C@H]1C/C=C\C[C@H](CC(=O)N(CCO)Cc2ccccc2)C(=O)N[C@@H](Cc2ccccc2)COC1=O | 23 | -4
O=C(NNC1=NS(=O)(=O)c2ccccc21)C1CC(=O)N(c2ccccc2)C1 (configuration not stated) | 4 | -9
CCc1c(C)sc(NC(=S)Nc2cccnc2)c1C(=O)OC | -5 | 0
Cc1cccc(NC(=O)CNC(=O)c2ccccc2Cl)n1 | -7 | -4
Cc1cc(NS(=O)(=O)N(C)C)ccc1C(C)C | -2 | 3
Cn1c(=O)[nH]c(=O)c2c1nc(Br)n2CC(O)COc1ccc(Cl)cc1 (configuration not stated) | 3 | 4
CC(=O)NC(=S)Nc1ccc(S(=O)(=O)Nc2nc(C)cc(C)n2)cc1 | 9 | -8
CC1(C)Cc2c(cnn2-c2cccc(F)c2)C(NC(=O)c2cc[n+]([O-])cc2)C1 (configuration not stated) | -6 | 2
COc1ccc(Cn2c(C(F)(F)F)ccc(C(N)=O)c2=O)cc1 | -1 | 2
Cc1cc(C)cc(Oc2nc(-c3ccccc3)cc(C)c2S(C)(=O)=O)c1 | -9 | 4
CN1CCC(=O)N([C@H](CO)c2ccccc2)CC1 | 5 | -10
Cc1ccc(S(=O)(=O)CCC(=O)NCc2ccco2)cc1 | 4 | -11
COCCOC(=O)c1c(C)oc2ccc(OCc3ccccc3)cc12 | -4 | 2
CC(C)CC1Nc2ncnc(N3CCN(c4ccccc4)CC3)c2N(Cc2ccc(Br)cc2)C1=O (configuration not stated) | 20 | -13
NC(=O)c1cccc(-c2coc3c(C(=O)NCc4ccccc4)cccc23)c1 | -13 | 6
CC1(C)Cc2c(sc3c2c2ncnn2c2nnc(SCC(=O)NCc4ccco4)n32)CO1 | 10 | -1
Cc1ccc(CNC(=O)[C@]2(C)CCC[C@@]3(C)C4CC[C@@]5(C)C[C@]4(CCC32)CC5=O)cc1 (some centres not stated) | -9 | -7
CCN(CC)S(=O)(=O)c1ccc(N2CC(C(=O)NCCc3c[nH]c4ccccc34)CC2=O)cc1 (configuration not stated) | -4 | -7
CC(=O)N1CCN(S(=O)(=O)c2ccccc2)C1c1ccccc1 (configuration not stated) | -2 | 2
Cc1ccc2[nH]c3c(c2c1)CCN1C(=O)OC(C)(C)C31C (configuration not stated) | 7 | -10
CN1CCN(c2cc(-c3ccc4ccccc4c3)nc3ccnn23)CC1 | 1 | 44
O=c1oc2ccc(Cl)cc2cc1-c1nnc(Nc2cccc(C(F)(F)F)c2)s1 | 8 | -9
CCn1c(C)c(C(C)=O)c(N2CCN(C(c3ccccc3)c3ccccc3)CC2)nc1=S | -7 | 26
COc1ccc(CCNC(=O)CS(=O)(=O)c2cn(CC(=O)N3CCCC3)c3ccccc23)cc1OC | -9 | 5
CCCCOC(=O)C1C2C=CC3(CN(CCc4ccccc4)C(=O)C13)O2 (configuration not stated) | -13 | -7
CC(=O)c1c(N2CCN(c3ccccn3)CC2)nc(=S)n(-c2ccccc2)c1C | -14 | 31
CC(C)(C)OC(=O)C[C@@H]1C/C=C\C[C@@H](CC(=O)N[C@@H](CO)Cc2ccccc2)C(=O)N2CCC[C@H]2COC1=O | -16 | -3
CSCCC(NC(C)=O)C(=O)OCC(=O)N(c1ccccc1)c1ccccc1 (configuration not stated) | -5 | 3
O=C(Nc1ccc(Cl)cc1)c1ccc2sc([C@@H]3O[C@H](CO)[C@@H](O)[C@H]3O)nc2c1 | 2 | -8

(further entries)
SMILES | H9c2 TAG inh | H9c2 TAG inh DAPI viability
CCCCc1nc(NCCO)c(C#N)c2c1CCCC2 | -14 | 18
Cc1ccc(SCC(=O)Nc2oc(C)c3c(C)n[nH]c(=O)c23)cc1C | -6 | -1
Cc1ccnc(Nc2nc(-c3ccc(O)c(O)c3)cs2)c1 | 23 | -26
COC(=O)C1=C(C)NC(=S)NC1c1sccc1C (configuration not stated) | -1 | 1
CC(NCc1cc(Br)ccc1OCC(N)=O)C12CC3CC(CC(C3)C1)C2 (configuration not stated) | 16 | -1
CCOc1ccc(N(Cc2cc3ccc(C)cc3[nH]c2=O)C(=O)COC)cc1 | -3 | -16
O=c1c2ccccc2oc2cc(Br)ccc12 | -8 | -3
COc1ccc2nc(SCC(=O)Nc3ccc4[nH]c(=O)[nH]c4c3)[nH]c2c1 | -21 | -5
O=C(COC(=O)c1ccccc1OC(F)F)Nc1ccc(N2CCCCC2)cc1 | -14 | -10
CCOC(=O)C1C(c2ccccc2)N(C)OC1(O)C(F)(F)F (configuration not stated) | -1 | -9
O=[N+]([O-])c1ccc(NC(=S)N2CCN(c3ccccn3)CC2)cc1 | 9 | 0
CCOC(=O)c1c(C)nn(-c2ccc(NC(=O)c3cccs3)cc2)c1C | 20 | 2
CN(C(=O)COC(=O)c1cc([N+](=O)[O-])ccc1N1CCOCC1)C1CCCCC1 | -10 | 2
COc1ccc(CN2CCC3CC2c2cc(Cl)ccc23)cc1 (configuration not stated) | 9 | 0
Cc1sc2ncnc(N3CCC(C(=O)N(C)CC(=O)Nc4ccccc4Cl)CC3)c2c1C | -12 | 4
CC(C)c1cccc(-c2ccc3c(c2)S(=O)(=O)c2cccc(C(=O)NCc4ccccc4)c2C3=O)c1 | 12 | -2
Cc1ccc(NC(=O)NCc2cccnc2)cc1C | -2 | 1
CN(C)CCCOC(=O)c1ccc(Br)cc1 | 9 | -17
O=C(COc1ccccc1)OCC(=O)N1CCCc2ccccc21 | -11 | -7
Cc1cccc(C)c1NC(=S)N(CCN(C)C)Cc1cccs1 | -5 | 4
CC(NC(N)=O)C(=O)Nc1ccc(Cl)c(S(=O)(=O)Nc2ccc(Br)cc2)c1 (configuration not stated) | 16 | -10
CCNC(=O)C1(C)CCN(C(=O)c2ccccc2OC(F)(F)F)C1 (configuration not stated) | -26 | -8
O=C(c1ccccc1)c1ccc(Sc2ccc([N+](=O)[O-])cc2)cc1 | 9 | -7
CC(OC(=O)c1ccccc1NCCO)C(=O)Nc1ccc(S(=O)(=O)N2CCOCC2)cc1 (configuration not stated) | -3 | 4
COc1ccc(N(CC(=O)N2CCc3ccccc3C2)S(=O)(=O)c2c(C)[nH]c(=O)[nH]c2=O)cc1 | -16 | -1
CSCCOC(=O)c1[nH]c2c(c1C)C(=O)CC(c1ccco1)C2 (configuration not stated) | 56* | -36*
CC(=O)NC(Cc1ccc(F)cc1)C(=O)NC1CCN(c2ncccc2[N+](=O)[O-])CC1 (configuration not stated) | 4 | -6
O=[N+]([O-])c1ccc(N2CCN(S(=O)(=O)c3ccc(Cl)c(Cl)c3)CC2)cc1NCCN1CCOCC1 | 29 | 12
O=C1NC(=O)C2(CCCCCC2)N1 | -10 | 8
C/C(=N\NC(=O)Cc1ccccc1)c1cccnc1 | -1 | -7
NC(=O)c1ccccc1NC(=O)/C=C/C(=O)O | 5 | 0
O=C(CCn1c(=O)c2ccccc2n(CC(=O)NC2CCCC2)c1=O)NCCc1ccc(Cl)cc1 | -33 | 25
O=C(c1ccc(C(=O)N2CCCc3ccccc32)s1)N1CCCc2ccccc21 | 19 | -7
OCCOCCNc1ncnc2nc[nH]c12 | 15 | -5
COc1ccc(/C=C2\CCCCC2=O)cc1 | 4 | 1
Cc1ccc(C(=O)c2c3ccccc3[n+]([O-])n2[C@@H](C)C(N)=O)cc1 | 8 | -1
C[C@H](CO)N1C[C@H](C)[C@@H](CN(C)C)Oc2c(NC(=O)CCCCCC(=O)Nc3ccccc3N)cccc2C1=O | -18 | 2
O=C(O)c1cc(Sc2ccc(Br)cc2)nc2ccccc12 | -5 | 11
N#Cc1ccsc1NC(=O)COC(=O)CCS(=O)(=O)c1ccccc1 | -2 | 6
O=C1c2ccccc2S(=O)(=O)N1Cc1cc(=O)n2ccsc2n1 | 15 | -7
CC(C)CC1=NN(C(=O)c2ccco2)C(O)(C(F)(F)F)C1 (configuration not stated) | -5 | 7
COC(=O)C1=C(C)N(Cc2ccccc2)C(=NCCc2cccnc2)N[C@H]1c1ccc(Br)cc1 | 35 | -6
COC(=O)c1ccc(CSc2nc3c(c(=O)[nH]2)CCC3)cc1 | 6 | -10
Cc1ccc(CNC(=O)c2cccnc2Cl)cc1 | 5 | -1
O=C(O)/C=C\C(=O)Nc1cccc(NC(=O)c2ccccc2)c1 | 4 | 6
O=C(c1ccc2c(c1)OCCCO2)N1CCCCC1 | 8 | -4
CC(C)Cc1nc2sc3c(SCC(N)=O)ncnc3c2c2c1CCC2 | 7 | -5
COc1ccc(/C=C/CN2CCC(CO)(Cc3ccccc3Cl)CC2)cc1 | 14 | i
OCC1(Cc2ccccc2)CCN(C2CCN(c3ccc(F)c(F)c3)CC2)CC1 | 23 | -6
O=C(CSc1nc2ccccc2s1)Nc1ncccn1 | -14 | 8

Given with values under each structure: 13 of the compounds above.
Order of values – H9c2 TAG inh | H9c2 TAG inh DAPI viability
COc1ccc(/C=C2\CCCCC2=O)cc1
 : 4 | 1
Cc1ccc(C(=O)c2c3ccccc3[n+]([O-])n2[C@@H](C)C(N)=O)cc1
 : 8 | -1
C[C@H](CO)N1C[C@H](C)[C@@H](CN(C)C)Oc2c(NC(=O)CCCCCC(=O)Nc3ccccc3N)cccc2C1=O
 : -18 | 2
O=C(O)c1cc(Sc2ccc(Br)cc2)nc2ccccc12
 : -5 | 11
N#Cc1ccsc1NC(=O)COC(=O)CCS(=O)(=O)c1ccccc1
 : -2 | 6
O=C1c2ccccc2S(=O)(=O)N1Cc1cc(=O)n2ccsc2n1
 : 15 | -7
CC(C)CC1=NN(C(=O)c2ccco2)C(O)(C(F)(F)F)C1 (configuration not stated)
 : -5 | 7
COC(=O)C1=C(C)N(Cc2ccccc2)C(=NCCc2cccnc2)N[C@H]1c1ccc(Br)cc1
 : 35 | -6
COC(=O)c1ccc(CSc2nc3c(c(=O)[nH]2)CCC3)cc1
 : 6 | -10
Cc1ccc(CNC(=O)c2cccnc2Cl)cc1
 : 5 | -1
O=C(O)/C=C\C(=O)Nc1cccc(NC(=O)c2ccccc2)c1
 : 4 | 6
O=C(c1ccc2c(c1)OCCCO2)N1CCCCC1
 : 8 | -4
CC(C)Cc1nc2sc3c(SCC(N)=O)ncnc3c2c2c1CCC2
 : 7 | -5

Next compounds:
SMILES | H9c2 TAG inh | H9c2 TAG inh DAPI viability
O=c1cc(O)c2sc3nc(C(F)(F)F)c4c(c3c2[nH]1)CCCCC4 | -6 | 1
COc1ccccc1N(CC(=O)N1CCCCC1C)S(=O)(=O)c1ccc(Cl)cc1 (configuration not stated) | -1 | -6
CCOc1ccccc1N1CCN(CC(=O)N(CC(C)C)c2c(N)n(CC(C)C)c(=O)[nH]c2=O)CC1 | 6 | -1
Cc1ccc(S(=O)(=O)N2CCN(C(=O)COC(=O)CNC(=O)c3ccc(C(C)(C)C)cc3)CC2)c(C)c1 | 8 | 3
Cc1ccc(-c2c[n+](CC(=O)Nc3ccc(C)cc3C)c3n2CCC3)cc1 | -5 | 7
O=C1Nc2c(Br)cc(Br)cc2C1(O)N1CCOCC1 (configuration not stated) | 22 | -14
CCc1ccc(/C(C)=N/NC(=O)c2ccc(-n3cnnn3)cc2)cc1 | -18 | 4
CN1CCC(NC(=O)c2cccs2)CC1 | -2 | 2
Cc1ccc(S(=O)(=O)N2CCC(C(=O)OC(C)C(=O)N(C)c3ccccc3)CC2)cc1C (configuration not stated) | -13 | -3
NC1(C(=O)O)CCCCC1c1ccccc1 (configuration not stated) | 5 | -4
CCN(c1ccccc1)S(=O)(=O)c1ccc2c(c1)C(C)(C)C(=O)N2C | -7 | -1

Screening data (PubChem BioAssay)

The list is partial; rates above refer to the full screens.
